Source: PubChem (several laboratories)
Peg3 prom inh: Peg3 promoter-driven luciferase inhibitors, primary screen, cell-based, HeLa, luciferase luminescence; inhibition, % at 20 µM; AID 588405, 2011; 360,000 tested, 1.7% active; HeLa PEG-Prom luciferase reporter, overnight;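 active = inhibition of at least 50% at 20 µM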
NR2E3 ag-1: NR2E3 agonists in two-hybrid cells, primary screen, cell-based, luminescence, CHO-S, Gal4-NCOR/VP16-NR2E3; luciferase; Photoreceptor-specific nuclear receptor (Homo sapiens), Q9Y5X4; 360,000 tested, 0.35% active; AID 602229, 2012; inhibition of corepressor binding, % at 3.98 µM;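 active = inhibition above the mean of all tested compounds plus 3 SD, cut at about 70% in these data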;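 also: 0% = DMSO with NR2E3 transfected cells and 100% = cells lacking NR2E3 construct; higher means lower luciferase signal from less NR2E3 corepressor binding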
Target sequence (Q9Y5X4 whole entry, looked up, the tested form may be a part): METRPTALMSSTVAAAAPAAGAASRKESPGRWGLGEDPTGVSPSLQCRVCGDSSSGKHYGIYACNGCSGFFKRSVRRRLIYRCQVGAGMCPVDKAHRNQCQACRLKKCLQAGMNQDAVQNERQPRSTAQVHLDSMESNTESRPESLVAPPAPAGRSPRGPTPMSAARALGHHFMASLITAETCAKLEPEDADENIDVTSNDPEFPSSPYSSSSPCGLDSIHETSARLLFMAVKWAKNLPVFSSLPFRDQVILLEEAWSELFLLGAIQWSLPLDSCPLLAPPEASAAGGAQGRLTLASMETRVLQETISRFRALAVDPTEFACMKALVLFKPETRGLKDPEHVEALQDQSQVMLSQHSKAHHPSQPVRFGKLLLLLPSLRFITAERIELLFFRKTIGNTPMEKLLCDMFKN
EBV LMP1 NFkB: EBV LMP1-driven NF-kappaB luciferase reporter inhibitors, primary screen, cell-based, luminescence, single point; inhibition, % at 12.5 µM; 350,000 tested, 0.69% active; LMP1-induced NF-kappaB luciferase reporter cells; in the data active = inhibition above about 41%;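 also: 0% = neutral control wells and 100% = reference inhibitor control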
HIF-2a block: HIF-2a reporter inhibitors, primary screen, luminescence, 786-0 RCC cells; 786-0 RCC cells HIF-2a reporter, luciferase luminescence, overnight; inhibition, % at 18.8 µM; 360,000 tested, 0.72% active; AID 624352, 2012;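 active = inhibition of the luminescence signal of 40% or more relative to plate controls, in a single-dose primary screen at 18.75 µM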
Shn3 inh set2: reduction of Shn3 3'UTR firefly luciferase signal, primary screen, Schnurri-3 inhibitor project, cell-based, Clone20 osteoblasts, set 2. Clone20 osteoblast Shn3 3'UTR firefly luciferase, 24 h. inhibition, % at 12.5 µM. 360,000 tested, 0.52% active. AID 588674, 2011;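 active = mean inhibition of at least 75% with every replicate also reaching 75%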;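 also: 0% = median of neutral control wells and 100% = pilot-screen positive control compound; some compounds past the cut are filed as inactive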
CF NFkB inh: inhibitors of PAF-induced NF-kB signaling, primary screen, cell-based, GFP fluorescence, uHTS. 360,000 tested, 0.86% active. AID 588850, 2011. KKLEB NF-kB-GFP reporter, GFP fluorescence overnight. inhibition, % at 5 µM;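 active = at least 50% inhibition at 5 µM, scaled per plate between neutral and stimulator controls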;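 also: PAF is a Pseudomonas aeruginosa culture filtrate used as stimulus; plate controls were PAF-stimulated DMSO wells for no effect and unstimulated DMSO wells for full effect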
C8 TRAIL sens: viability loss with TRAIL in NB7+C8 cells, primary screen, TRAIL sensitizer project, cell-based, ATPlite luminescence. inhibition (viability loss, TRAIL sensitization), % at 10 µM. 360,000 tested, 1% active;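 active = compounds causing at least 50% loss of cell viability in the single-dose screen, relative to plate controls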
hiPSC survival: enhancers of single-cell hiPSC survival, primary screen, ATPlite luminescence. AID 602274, 2012. survival enhancement, % at 20 µM. 360,000 tested, 0.044% active. 100% = ROCK inhibitor wells, 0% = DMSO; in the data active = survival enhancement above about 18%;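 also: cells exposed to compounds for 16 hours before the ATP read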
NR2E3 ag-2: inhibitors of NR2E3-RetCOR corepressor binding, primary screen, NR2E3 agonist project, biochemical, TR-FRET, GST-NR2E3, biotin-RetCOR | Photoreceptor-specific nuclear receptor (Homo sapiens), Q9Y5X4 | 1536-well | inhibition of corepressor binding, % at 4.78 µM | 320,000 tested, 0.12% active | AID 2300, 2010;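 active = percent inhibition above the cutoff of mean plus 3 SD of all tested compounds, set per screening campaign, cut at about 20% in these data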;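 also: 0% = DMSO wells and 100% = biotin wells as full block of FRET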
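Material: NR2E3–RetCOR corepressor complex | Quantity: 1.35 nM GST-tagged NR2E3 final | Schedule: 5 h at 4 °C | Replication: Singlicate compound wells | Reagent: RetCOR corepressor, biotinylated, 7 nM | Controls: Biotin wells as high control, 0.6% DMSO wells as low control | Signal: TR-FRET, Eu(K)-anti-GST donor, streptavidin-D2 acceptor, ex 340, em 617/671 nm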
MITF TRPM1 inh: inhibitors of MITF-dependent TRPM1 promoter reporter, primary screen, cell-based, SK-MEL-5, single point, luciferase; AID 488899, 2010; inhibition, % at 12.5 µM; 330,000 tested, 0.83% active; SK-MEL-5 TRPM1 promoter luciferase, 24 h;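 active = mean inhibition across replicates of 60% or more, whatever share of single replicates reaches that level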; also: values of inactives mirror those of a sister screen read the other way
KKLEB cytotox: cytotoxicity in KKLEB CF airway cells, primary screen, cytotoxicity control for CF NF-kB inhibitor project, cell-based, uHTS, fluorescence assay plates; KKLEB CF airway cells viability, ATPlite luminescence, overnight; hits give low values; cells stimulated with P. aeruginosa culture filtrate; activity change (cytotoxicity), % at 5 µM; 360,000 tested, 0.36% active;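 active = corrected activity change at or below -50% at 5 µM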
Starred values were filed as active, the others as inactive; · = no result given. An excerpt; count on the stated rates, not on these rows.

SMILES	Peg3 prom inh	NR2E3 ag-1	EBV LMP1 NFkB	HIF-2a block	Shn3 inh set2	CF NFkB inh	C8 TRAIL sens	hiPSC survival	NR2E3 ag-2	MITF TRPM1 inh	KKLEB cytotox
CC(=O)c1cc(O)c2ccccc2c1O	-69	-8	-5	-152	5	2	11	-0.7	0	6	1
O=S1(=O)CCC(NC(=S)NC2CCS(=O)(=O)C2)C1 (centres undefined)	-4	-1	2	4	14	15	-5	-0.6	0	0	-3
CSc1ccc(CN(C)C(=O)CCNS(=O)(=O)c2ccc(C)c(C)c2)cc1	7	-2	-1	4	9	22	-3	-0.3	1	3	-14
O=C(c1ccc2c(=O)n3c(nc2c1)CCCCC3)N1CCN(c2cccc(Cl)c2)CC1	16	10	6	-1	-1	29	7	0.2	2	·	-14
CCCn1c(SCC(=O)NC(C)C23CC4CC(CC(C4)C2)C3)n[nH]c1=O (centres undefined)	0	2	2	11	·	-6	3	4.4	0	10	2
O=C(Nc1ccccc1C(=O)NCC1CCCO1)c1ccc(Cl)cc1 (centres undefined)	8	-28	0	4	-10	-4	-4	-0.2	-1	1	19
Cc1nnc(N2C(=O)C(O)=C(C(=O)c3ccco3)C2c2ccc(C(C)C)cc2)s1 (centres undefined)	-50	-33	3	-46	-12	-3	12	1.2	11	-12	-1
Cc1nn(C)cc1C(C(=O)NC1CCCCC1)N(CCc1ccccc1)C(=O)c1cnccn1 (centres undefined)	-5	-10	-2	0	-68	-7	-3	0.1	4	7	-16
NS(=O)(=O)c1ccc(NC(=S)N2CCC(Cc3ccccc3)CC2)cc1	1	-17	0	13	13	-2	-5	1.1	-1	-2	2
O=C(CCC1CCCCC1)Nc1ccccc1C(=O)N1CCOCC1	12	-10	0	10	8	3	2	-0.6	3	15	-19
CCOC(=O)N1CCC(NC(=O)c2ccc(Cl)cc2)CC1	6	18	0	14	10	-8	-10	-0.6	-1	11	0
COC(=O)C1CCN(C(=O)COC(=O)CSc2ccc(C(N)=O)cc2[N+](=O)[O-])CC1	6	-35	-4	-1	-19	-2	-24	-0.4	1	6	3
CC(C)CNC(=O)CSc1ccc(S(=O)(=O)N2CCN(C)CC2)cn1	7	-18	4	0	-3	18	-7	-0.5	3	-2	-22
Cc1ccc(N2C(=O)CC(N3CCN(c4ccc(F)cc4)CC3)C2=O)c(C)c1 (centres undefined)	0	3	-2	18	15	9	-5	0.4	3	10	-5
COc1ccc(C(NC(=O)C2CCN(CCOc3ccc(Cl)cc3Cl)CC2)c2cccs2)cc1 (centres undefined)	-1	6	·	-28	21	27	4	0.6	·	·	-18
O=C(COc1cccc(Br)c1)N/N=C1\CCSC1	25	4	-2	12	2	-12	1	-0.6	1	0	0
Cc1oc2c(c1C(=O)Nc1cccc3ccccc13)CCCC2	4	-25	2	-21	3	5	2	5.0	1	9	-2
CCOc1ccccc1C=C1SC(=S)N(CC)C1=O	-9	28	-7	-28	24	-80	73*	-2.4	·	7	24
Cc1ccc(C)c(OCc2nnc(NC(=O)c3ccco3)s2)c1	-9	-2	-3	20	-18	10	0	1.6	1	2	-2
CCOC(=O)C(C)Oc1ccc2c(CC)cc(=O)oc2c1C (centres undefined)	-51	-34	3	20	7	16	13	-1.0	-2	-2	-9
Cc1cc(C)cc(C(O)c2ncc(-c3ccc(F)cc3)[nH]2)c1 (centres undefined)	14	-32	·	11	-15	-27	-2	2.1	·	·	17
Cn1c(CCNC(=O)c2ccccc2F)nnc1SCC(=O)Nc1ccccc1F	8	-12	-2	5	-11	-10	-8	-0.5	-4	3	-4
CCCCCCOC(=O)Cc1c(C)nc(-c2ccccc2)[nH]c1=O	15	-7	9	6	-10	-3	17	3.6	1	9	-19
COc1cccc(-c2nn(-c3ccccc3)cc2CN(C)Cc2ccno2)c1	8	-10	-8	-18	10	8	-8	-1.9	-1	-3	7
N#C/C(=C\c1c(N2CCC(C(N)=O)CC2)nc2ccccn2c1=O)C(=O)NCc1ccco1	3	-10	6	2	-24	15	11	-0.1	-4	-6	-15
Cc1ccc(/C=N/NC(=O)c2ccccc2OCc2ccc(F)cc2)o1	-5	-28	4	1	-5	0	0	-0.6	2	7	0
Cc1ccc(C(=O)COC(=O)CNC(=O)c2ccccc2)s1	-17	26	-5	-1	1	-19	-3	0.5	4	0	9
COc1cccc2c1Oc1ncccc1N(C(=O)CCC(=O)NCc1ccccc1F)C2	11	-5	0	5	0	18	-17	0.8	-1	-3	-7
CC1CCN(C(=O)c2[nH]cnc2C(=O)N[C@@H](CCCCNC(=O)OC(C)(C)C)C(=O)OC(C)(C)C)CC1	-5	6	1	2	-38	-22	7	5.0	2	-4	12
Cc1ccccc1SCC(=O)OCC(=O)Nc1sccc1C(N)=O	19	-3	5	-4	24	-4	6	3.0	1	-4	8
Cc1csc(NC(=O)CSc2nc(C)nc3c2c(=O)n(C)c(=O)n3C)n1	34	-16	8	28	30	0	23	1.7	4	38	-6
CCC(CC)c1nnc(NC(=O)c2nn(C)c(=O)c3ccccc23)s1	5	-4	4	9	7	-12	6	-0.6	-3	4	7
N#Cc1ccc(C(=O)NCC(c2ccco2)N2CCCC2)cc1 (centres undefined)	16	-26	-7	7	3	-21	-9	5.3	1	12	12
N#CC1=C(N)Oc2n[nH]c(-c3ccccc3)c2C1c1cccnc1 (centres undefined)	16	-14	2	7	0	3	-17	-1.7	-2	2	7
Cc1ccc(NC(=O)O/N=C/c2ccc(F)cc2)cc1	-184	-102	-6	-202	-9	-19	1	-0.2	4	-49	16
Cc1ccc(C(=O)NC(C(=O)OCc2cn3cc(Cl)ccc3n2)C(C)C)cc1 (centres undefined)	23	6	-5	6	-2	-4	7	2.7	4	15	-7
CC1(C)C(CC2OCC(CN3CCCCC3)O2)[C@H]2CC[C@@H]1C2 (some centres undefined)	-4	-9	3	14	19	-8	6	-0.5	-2	-2	-3
CC(C)CC(COCc1ccc([N+](=O)[O-])cc1)N1CCN(C(=O)c2ccc(C(F)(F)F)cc2)CCC1=O (centres undefined)	18	-20	16	3	23	-4	3	-0.5	3	3	-2
CC(C)(C)c1cc(NCc2ccccn2)n2ncc(-c3ccccc3)c2n1	-101	-46	-18	-137	-27	-5	-1	2.5	-2	-43	6
COCCCNCCOCCOc1ccc(Cl)cc1Br	-1	-7	-3	10	-20	-8	1	-1.4	-3	-8	3
O=C(CSc1nnc2ccccn12)Nc1ccccc1Cl	-33	-49	3	-53	-1	-17	-3	0.9	·	-13	4
CC(=O)Nc1ccc(S(=O)(=O)NCCSCc2ccc(Cl)cc2Cl)cc1	6	70	27	10	63	2	10	-3.2	0	-1	2
Cc1ccc(C(=O)CCC(=O)NC2CCCC(C)C2C)cc1 (centres undefined)	7	16	-3	1	1	4	-26	-0.3	0	-1	-11
COC(=O)c1[nH]c2c(c1C)C(=O)CC(c1ccc(OC)c(OC)c1)C2 (centres undefined)	9	1	5	16	22	11	-14	1.5	1	-1	-9
CCn1ncc(Br)c1C(=O)NC(C)c1ccccc1 (centres undefined)	-4	-18	6	5	-18	-5	-23	-0.7	-2	-5	-1
COc1ccc(CCN(Cc2ccccn2)C(=S)Nc2cccc(C)c2)cc1OC	-1	4	-5	11	-4	3	11	-0.5	3	-5	-15
COc1ccc(CCNC(=O)Nc2cc(F)c(F)cc2Cl)cc1OC	1	5	7	13	-8	3	-7	-0.6	0	2	8
CC(Nc1ccc(Br)cc1)C(=O)N/N=C/c1ccccc1OCc1ccccc1 (centres undefined)	-9	12	10	8	-6	-19	-2	0.4	2	-10	0

Fetched by compound from the list above (2):
SMILES	Peg3 prom inh	NR2E3 ag-1	EBV LMP1 NFkB	HIF-2a block	Shn3 inh set2	CF NFkB inh	C8 TRAIL sens	hiPSC survival	NR2E3 ag-2	MITF TRPM1 inh	KKLEB cytotox
CC1CCN(C(=O)c2[nH]cnc2C(=O)N[C@@H](CCCCNC(=O)OC(C)(C)C)C(=O)OC(C)(C)C)CC1	-5	6	1	2	-38	-22	7	5.0	2	-4	12
Cc1ccccc1SCC(=O)OCC(=O)Nc1sccc1C(N)=O	19	-3	5	-4	24	-4	6	3.0	1	-4	8

Remaining list, next part
SMILES	Peg3 prom inh	NR2E3 ag-1	EBV LMP1 NFkB	HIF-2a block	Shn3 inh set2	CF NFkB inh	C8 TRAIL sens	hiPSC survival	NR2E3 ag-2	MITF TRPM1 inh	KKLEB cytotox
O=C1c2ccccc2-c2ccccc2NC1O (centres undefined)	-8	-14	6	8	-8	-8	-7	-1.3	·	·	-10
COc1ccc(CN2C(=O)CC(Cc3cc(C)cc(C)c3)C2=O)cc1OC (centres undefined)	14	9	-5	25	-64	12	20	-0.8	0	3	-2
Cc1ccc2nc(SCC(=O)c3ccc(Cl)s3)[nH]c2c1	-118	-39	0	-210	-1	-20	15	-1.9	0	-20	23
COc1ccc(C)cc1S(=O)(=O)N1CCCC(N2CCN(c3ccccc3)CC2)C1 (centres undefined)	12	17	3	19	25	7	-6	-0.4	·	·	2
CC1CCC(C(C)C)C(OC(=O)COC(=O)c2ccc(=O)[nH]c2)C1 (centres undefined)	5	6	-9	10	14	-7	0	1.6	1	-1	-24
Cc1c(NC(=O)C(C)OC(=O)CNC(=O)c2ccccc2)c(=O)n(-c2ccccc2)n1C (centres undefined)	-1	-13	-3	9	8	-17	-27	-1.9	1	4	9
CC12CC3CC(C)(C1)CC(C(O)CN1CCOCC1)(C3)C2 (centres undefined)	2	-11	-3	14	13	-1	-8	0.9	2	2	3
COC(=O)c1c(C)[nH]c(C(=O)COC(=O)CCNS(=O)(=O)c2cccc(C(F)(F)F)c2)c1C	24	13	0	11	-11	12	-14	-0.5	4	11	-6
COC(=O)[C@H](CC(C)C)NCc1cccc(CN[C@@H](CC(C)C)C(=O)OC)c1	6	-14	-1	4	24	-4	2	-0.7	-1	7	4
O=C(Cc1ccccc1)NC(NC(=S)Nc1cc(Cl)ccc1Cl)C(Cl)(Cl)Cl (centres undefined)	26	-19	8	14	-5	13	4	-1.6	2	-7	2
Cc1cc(CNC(=O)c2ccc3oc(C(C)C)nc3c2)nn1C	-3	-19	1	-2	-11	-7	19	-0.5	1	1	-14
Cc1cccc(N(CC(=O)NC2CCCC2)C(=O)CCC(=O)Nc2cc(C)on2)c1	-7	-16	-5	8	3	7	-8	-0.2	-2	6	3
CC1(C)CC(=O)C2=C(C1)OC(N)=C(C#N)C2Cc1ccccc1 (centres undefined)	-1	-42	-1	13	-5	5	-4	-1.0	0	1	-6
